Bioassay records as filed in PubChem.
RGS4 pot: potentiators or activators of RGS4; HEK293 M3R/inducible RGS4, carbachol calcium flux Fluo4; hits give low values; B-score at 10 µM; 310,000 tested, 0.92% active; AID 463111;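 active = B-score of the integrated calcium signal more than 4 SD below the library mean, with starting fluorescence not abnormally high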;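 note: negative B-score means reduced calcium response which marks RGS4 activation or potentiation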
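test system = M3R-expressing HEK293 line, RGS4 induced by doxycycline | probe or stimulus = carbachol at ECmax as muscarinic agonist stimulus | timing = dye loading 30 min 37 °C, buffer rest 30 min RT | signal = calcium dye Fluo4 fluorescence | evaluation = B score from integrated fluorescence ratio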
DYRK1A inh: Dyrk1A (rat) kinase inhibition | 310,000 tested, 0.43% active | ADP-Glo luminescence, NFATc1 peptide | Q63470 | inhibition, % at 12.5 µM; in the data active = inhibition above about 50%;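 note: plate controls were vehicle with enzyme for no effect and no enzyme for full effect; many of its hits are not listed in these tables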
KCNQ1 block: blocks the human KCNQ1 potassium channel; AID 2642; 310,000 tested, 1.3% active; B-score at 10 µM; CHO-K1 KCNQ1, FluxOR thallium flux fluorescence; hits give high values;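 active = compounds whose thallium flux B-score, printed positive for inhibition, exceeds three library SD while starting fluorescence stays within three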;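 note: channel opened by potassium depolarization with thallium stimulus after 20 min compound exposure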
Target sequence (P51787 whole entry, looked up): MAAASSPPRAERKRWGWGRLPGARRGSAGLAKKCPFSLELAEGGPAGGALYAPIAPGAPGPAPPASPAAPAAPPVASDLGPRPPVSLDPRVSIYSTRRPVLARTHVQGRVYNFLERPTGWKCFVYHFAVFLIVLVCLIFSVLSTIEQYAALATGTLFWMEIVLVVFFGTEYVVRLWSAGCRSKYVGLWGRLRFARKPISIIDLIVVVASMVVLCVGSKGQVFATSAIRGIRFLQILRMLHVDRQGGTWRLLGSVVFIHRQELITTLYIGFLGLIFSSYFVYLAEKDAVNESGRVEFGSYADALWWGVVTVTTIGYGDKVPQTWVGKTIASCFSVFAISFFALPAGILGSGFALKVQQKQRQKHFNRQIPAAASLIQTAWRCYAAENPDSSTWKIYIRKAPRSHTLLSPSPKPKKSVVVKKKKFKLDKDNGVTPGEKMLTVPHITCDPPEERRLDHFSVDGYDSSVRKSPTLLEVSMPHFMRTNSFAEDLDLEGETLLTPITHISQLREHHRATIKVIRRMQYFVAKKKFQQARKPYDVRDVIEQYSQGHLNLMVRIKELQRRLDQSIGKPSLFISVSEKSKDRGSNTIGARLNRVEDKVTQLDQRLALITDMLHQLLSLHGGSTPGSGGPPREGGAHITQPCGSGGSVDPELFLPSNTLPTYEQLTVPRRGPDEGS
KCNK3 inh: human KCNK3 channel inhibition, primary screen; AID 602410; CHO-KCNK3 thallium flux, FluxOR fluorescence; hits give low values; 340,000 tested, 0.84% active; O14649; B-score at 10 µM;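 active = B-score under library mean minus 4 SD, starting fluorescence ratio at most library mean plus 5 SD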;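 note: more negative B-score means stronger inhibition of thallium flux through KCNK3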
PolyA inh: blocks polyadenylation in yeast reporter cells. AID 1875. S. cerevisiae SKY197-pL101 polyadenylation reporter, beta-gal luminescence; efflux-impaired pdr1/pdr3 knockout yeast; score 100 = 6 SD above DMSO. 300,000 tested, 0.02% active. calls only at 12 µM;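 active = lowest replicate activity score at least 50, where 100 means six control SD above control mean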;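 note: yeast exposed to compound for 9 h at 30 °C; higher score means more reporter readthrough which indicates perturbed polyadenylation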
KCNK9 block: human KCNK9 channel inhibition. 310,000 tested, 1.2% active. AID 488922. B-score at 10 µM. Q9NPC2. HEK293 KCNK9, FluxOR thallium flux fluorescence; hits give low values;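 active = ratio B-score over 3 SD below the library mean, with starting fluorescence within 5 SD of its mean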;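 note: negative B-score means less thallium flux so channel inhibition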
GSK3A inh: blocks human GSK-3 alpha kinase; ADP-Glo luminescence, 60 min; 320,000 tested, 0.1% active; inhibition, % at 10 µM;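 in the data active = inhibition above about 50%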;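 note: GST-tagged GSK-3 alpha with peptide substrate and 25 µM ATP; 0% = DMSO neutral wells and 100% = GW8510 positive control wells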
hERG rescue: shields human hERG channel from block by proarrhythmic agents. 310,000 tested, 0.51% active. activation (rescue from dofetilide block), less the hit threshold, % at 10 µM. CHO-hERG, FluxOR thallium flux, dofetilide IC70 present. Q12809;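 active = activation above the mean of controls blocked by dofetilide plus 5 SD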;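 note: thallium influx through hERG after potassium depolarization seen as dye fluorescence rise; in these data hits start at about 4.7%; inactives centre near -7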
RGS4 inh: inhibitors of human RGS4. B-score at 10 µM. HEK293 M3R/RGS4 inducible, Fluo-4 calcium flux; hits give high values; triggered by carbachol at its EC20. 310,000 tested, 0.45% active. AID 463165. P49798;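 active = B-score, a plate-corrected calcium signal, over three deviations above library mean, with baseline fluorescence within five deviations of library mean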;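 note: RGS4 expression induced by doxycycline in cells with stable M3 receptor; B-score is computed from the integrated fluorescence ratio over baseline after carbachol; higher B-score means a larger calcium signal and so more RGS4 inhibition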
Target sequence (P49798 whole entry, looked up): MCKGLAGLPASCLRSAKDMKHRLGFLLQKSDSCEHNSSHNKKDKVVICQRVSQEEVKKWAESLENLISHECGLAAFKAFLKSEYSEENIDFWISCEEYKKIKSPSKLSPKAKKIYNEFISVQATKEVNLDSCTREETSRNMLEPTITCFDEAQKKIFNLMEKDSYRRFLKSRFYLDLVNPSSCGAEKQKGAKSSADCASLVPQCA
GSK3beta inhib: inhibitors of human GSK3beta kinase; GST-GSK3beta kinase, ADP-Glo luminescence, 60 min; hits give low values; P49841; 300,000 tested, 0.038% active; activity score (negative = inhibition), % at 10 µM;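 active = more than half of replicate wells score below -50%, meaning over 50% inhibition versus plate controls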;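 note: 0% = median DMSO wells and -100% = median GW8510 positive control wells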
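Assay system: GST-fused GSK3beta enzyme, cell-free / Medium: Tris pH 7.5 buffer with MgCl2, DTT, BSA, heparin / Also added: peptide substrate plus 25 µM ATP (final) / Compound: 10 µM single point / Timing: kinase reaction with compound 60 min at room temperature / Detection: ADP-Glo luminescence / Benchmarks: DMSO neutral wells and GW8510 at 20 µM as positive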
KCNQ1 pot: potentiators or activators of human KCNQ1 potassium channel | B-score at 10 µM | CHO-K1 KCNQ1, thallium flux FluxOR fluorescence; hits give high values | 310,000 tested, 0.35% active | AID 2648;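 active = fluorescence ratio B-score, a plate-corrected score, at least three library SD, with initial intensity B-score within 5 SD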
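System: CHO-K1 cells stably expressing KCNQ1 / Medium: assay buffer for compound exposure, DMSO matched across wells / Reagent: thallium- and potassium-containing depolarizing buffer / Compound: one concentration, matched DMSO / Incubation: 20 min compound pretreatment at room temperature / Measured by: kinetic FluxOR fluorescence, 10 s baseline plus 110 s post-stimulus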
The depositor's hits bear a star; i = inactive; . = not tested or not shown.

SMILES	RGS4 pot	DYRK1A inh	KCNQ1 block	KCNK3 inh	PolyA inh	KCNK9 block	GSK3A inh	hERG rescue	RGS4 inh	GSK3beta inhib	KCNQ1 pot
COc1ccc(/C=C2/Sc3ccc(C(=O)NCCN4CCCCCC4)cc3NC2=O)cc1	i	9	i	i	i	i	3	-24	i	-10	i
CCOc1ccccc1NC(=O)c1cccc(NC(=O)CC(c2ccccc2)c2ccccc2)c1	i	-1	i	i	i	i	-1	-13	11*	1	i
CCCNC(=O)Nc1ccc(F)c(Cl)c1	i	1	i	i	i	i	3	-8	i	-2	i
CCOc1ccc(C(=O)Nc2nccs2)cc1[N+](=O)[O-]	i	-3	i	i	i	i	-1	-4	i	-1	i
C=CCn1c(SCC(C)=O)nnc1-c1ccc2ncccc2c1	i	5	i	i	i	i	1	-14	i	2	i
Cc1ccc(N/C=C(\C#N)c2ccc(OCCCF)cc2)cc1	i	-3	i	i	i	i	-1	-8	i	2	i
CN(C)CCCNC(=S)Nc1ccc(-c2ccccc2)cc1	i	9	i	i	i	i	-1	-10	i	0	i
FC(F)(F)COc1cc(-c2nnc(SCc3ccccc3)n2Cc2ccco2)cc(OCC(F)(F)F)n1	i	0	i	i	i	i	1	-11	i	-1	i
COC(=O)c1ccc(Nc2nc(-c3ccncc3)nc3ccccc23)cc1	i	2	i	i	i	i	-3	-5	i	0	i
Cc1cccc(C)c1OCC(=O)N/N=C/c1cc2c(cc1[N+](=O)[O-])OCO2	i	-4	i	i	i	i	-1	-9	i	2	i
Cc1cccc(N2CCN(C(=O)c3ccc(NS(=O)(=O)c4c(C)noc4C)cc3)CC2)c1C	i	-1	i	i	i	i	3	-6	i	1	i
CCS(=O)(=O)N1CCCC(C(=O)NCCCN(C)Cc2ccccc2)C1 (stereo not drawn)	i	2	i	i	i	i	0	-4	i	1	i
CCCC1=NN2C(=N)/C(=C\c3ccc(SCc4ccco4)o3)C(=O)N=C2S1	i	0	i	i	i	i	-4	-28	i	0	i
O=C(Oc1ccc2cc(Br)ccc2c1)c1cccnc1	i	5	i	i	i	i	-1	0	i	-11	i
CCC(NC(=O)C1CCCC1)c1ccccc1 (stereo not drawn)	i	-5	i	i	i	i	0	-9	i	1	i
C/C(=N\NC(=O)COc1ccc(C(C)(C)C)cc1)c1ccccc1	i	4	i	i	i	i	2	-12	i	1	i
CNC(=S)N1CCN(C(c2ccccc2)c2ccccc2)CC1	i	6	i	i	i	i	0	-33	i	1	i
COc1cccc(/C=N/N2CCN(Cc3ccccc3)CC2)c1O	i	10	i	i	i	i	2	-3	i	3	i
Cc1cccc(C)c1NC(=O)C1(N(Cc2ccco2)C(=O)Cn2nnnc2N)CCCCC1	i	1	i	i	i	i	0	-6	i	5	i
O=C(NCc1cc2ccccc2[nH]1)c1ccccc1F	i	23	i	i	i	i	1	-5	i	-2	i

Copied from the list:
GSK3beta inhib, Cc1cccc(C)c1NC(=O)C1(N(Cc2ccco2)C(=O)Cn2nnnc2N)CCCCC1 → 5
hERG rescue, COc1cccc(/C=N/N2CCN(Cc3ccccc3)CC2)c1O → -3

Other results.
SMILES	RGS4 pot	DYRK1A inh	KCNQ1 block	KCNK3 inh	PolyA inh	KCNK9 block	GSK3A inh	hERG rescue	RGS4 inh	GSK3beta inhib	KCNQ1 pot
CC(=O)c1c(C)[nH]c(C(=O)Nc2cc(S(=O)(=O)N(C)C)ccc2C)c1C	i	-1	i	i	i	i	-1	-13	i	-1	i
CNC(=O)c1cc(OCC(F)(F)F)ccc1OCC(F)(F)F	i	0	i	i	i	i	-1	-4	i	2	i
Cc1c(CCC(=O)O)c(=O)oc2cc(OCc3ccccc3F)ccc12	i	-1	i	i	i	i	0	-5	i	0	i
Cc1ccc(CNC(=O)C2CCC(=O)N(Cc3ccccc3F)C2)s1 (stereo not drawn)	i	0	i	i	i	i	0	-3	i	2	i
N#C/C(=C\c1ccc2c(c1)OCCO2)C(=O)Nc1nccs1	i	7	i	i	i	i	-4	-22	i	-8	i
Cc1cccc2sc(NC(=O)C3CC3)nc12	i	-4	i	i	i	i	8	-5	i	-24	i
CCOc1ccc(N2C(=O)/C(=C/c3cccs3)N(CC(=O)OC)C2=S)cc1	i	-1	i	i	i	i	-1	-7	i	2	i
O=C(CCNS(=O)(=O)c1cccc2nonc12)NC1CCCCC1	i	-2	i	i	i	i	-2	-7	i	0	i
C=CCNC(=O)/C=C/c1c(F)cccc1Cl	i	4	i	i	i	i	-1	-7	i	2	i
O=C(COC(=O)C1CC(=O)N(Cc2ccccc2)C1)Nc1ccc(Cl)cc1F (stereo not drawn)	i	.	i	i	i	i	-1	-24	i	1	i
COc1ccccc1/C=N/OC(=O)c1ccc(F)cc1	i	.	i	i	i	i	-2	-11	i	3	i
CC(C(=O)Nc1ccc(O)cc1C(=O)O)N1C(=O)/C(=C\c2cccs2)SC1=S (stereo not drawn)	i	6	i	i	i	i	-1	-12	i	3	i
CCOc1cc(Br)c(CC(=O)NC2CCCCCC2)cc1OCC	i	0	i	i	i	i	1	-3	i	1	i
O=C(NCC1CC1)[C@@H]1C[C@H]1[C@@H](NP(=O)(c1ccccc1)c1ccccc1)c1ccccc1	i	-9	i	i	i	i	0	-4	i	-3	i
CN1C(=O)c2ccc(NC(=O)CCS(=O)(=O)c3ccccc3)cc2C1=O	i	-1	i	i	i	i	-1	-10	i	5	i
COc1ccc(CCN2C(=NC(=O)CC(C)C)SC3CS(=O)(=O)CC32)cc1OC (stereo not drawn)	i	.	i	i	i	i	-1	-5	i	0	i
CCc1ccccc1NC(=S)N1CCN(c2cccc(OC)c2)CC1	i	13	i	i	i	i	-2	-8	i	-3	i
COc1ccc(-c2cc(=O)oc3cc(OC(=O)C4CCCCC4)c(Cl)cc23)cc1	i	6	i	i	i	i	-3	-7	i	0	i
Cc1cccc(Nc2nc3c(s2)CCCC3)c1	i	-2	i	i	i	i	-2	-18	i	2	i
Cc1cc(C(F)(F)F)n2nc(-c3cnn(C)c3C(F)(F)F)c(Br)c2n1	i	-9	i	i	i	i	-3	-14	i	3	i
O=C(CSc1ccc(-c2ccccn2)nn1)Nc1ccccc1	i	.	i	i	i	i	-2	-8	i	4	i
CC(=O)Nn1c(-c2ccccc2)cc2ccccc21	i	1	i	i	i	i	-2	-6	i	-4	i
CN(CC(=O)Nc1ccc(Cl)cc1)CC(=O)Nc1cc(Cl)ccc1C#N	i	13	i	i	i	i	-1	-5	i	1	i
O=c1c2ccccc2oc2nc(-c3cccs3)n(CCc3ccccc3)c(=O)c12	i	.	i	.	i	i	-1	-10	i	2	i
Cn1cc(/C=N/n2cnc3scc(-c4ccccc4)c3c2=O)c2ccccc21	i	2	i	i	i	i	0	-10	i	3	i
O=C(CSc1nnc(CNC(=O)c2cccc(C(F)(F)F)c2)o1)NC1CCCCC1	i	-2	i	i	i	i	0	-10	i	-25	i
CS(=O)(=O)N(CCc1ccccc1)CC(=O)N1CCN(Cc2ccccc2)CC1	i	-12	i	i	i	i	-1	-9	i	-1	i
Cc1ccc2nc(N3C(=O)C(O)=C(C(=O)c4ccco4)C3c3cccs3)sc2c1 (stereo not drawn)	i	-6	i	i	i	i	-2	-14	i	5	i
CCC(C)(C(=O)NC1CCCC1)N(CC1CCCO1)C(=O)c1ccc2c(c1)OCO2 (stereo not drawn)	i	3	i	i	i	i	1	-2	i	3	i
Cn1cccc1C(=O)NC(=O)COC(=O)c1cc([N+](=O)[O-])ccc1Cl	i	-1	i	i	i	i	-1	-11	i	2	i
CC(=O)Nc1c(O)nc(SCC(=O)Nc2ccc(C(C)=O)cc2)[nH]c1=O	i	5	i	i	i	i	-3	-1	i	-2	i
CCOC(=O)C1=C(C)NC(C)=C(C(=O)OCC)C1c1cn(-c2ccccc2)nc1-c1ccco1	i	.	i	i	i	i	0	-12	i	-2	i
CCOC(=O)C1(Cc2cccc(OC)c2)CCCN(Cc2nccn2CC)C1 (stereo not drawn)	i	-5	i	i	i	i	1	-23	i	6	i
C=CCN1C(=O)c2ccc(C(=O)N(CC(C)C)c3c(N)n(CCCC)c(=O)[nH]c3=O)cc2C1=O	i	2	i	i	i	i	2	-13	i	-1	i
CN(c1ccccc1)c1nc(-n2ccnc2)nc(-n2ccnc2)n1	i	33	i	i	i	i	29	-8	i	-12	i
COc1cccc(N2CN(CCc3ccccc3)CNC2=S)c1	i	.	i	i	i	i	-3	-7	i	2	i
C/C(=N/NC(=O)CN(c1ccccc1)S(=O)(=O)c1ccccc1)c1ccccc1O	i	.	i	i	i	i	1	-3	i	3	i
COc1ccc(-n2c(C)cc(/C=C3\SC(=O)NC3=O)c2C)cc1	i	3	i	i	i	i	-5	-9	i	-3	i
CCC(C)Sc1ccc([C@H]2N[C@@](C)(C(=O)OC)[C@H]3C(=O)N(C)C(=O)[C@@H]23)cc1OC (stereo partly drawn)	i	.	i	i	i	i	-6	-1	i	0	i
C#CCNC(=O)C1=C[C@H](C)[C@@H](CCCO)[C@H](OCC)O1	i	-8	i	i	i	i	-7	-5	i	3	i
C=CCOc1ccc(C2=NOC(C(=O)Nc3ccc4c(c3)OCCO4)C2)cc1 (stereo not drawn)	i	-6	i	i	i	i	0	-4	i	0	i
COc1ccc(-n2c(Cn3c(=O)sc4ccccc43)nnc2SC)cc1	i	11	i	i	i	i	-1	-3	i	1	i
C=CCn1c(N)cc(=O)nc1SCC(=O)Nc1ccc(C)cc1	i	.	i	i	i	i	-1	-11	i	0	i
S=c1[nH]nc(C2CCCCC2)n1/N=C/c1ccccn1	i	1	i	i	i	i	.	-11	i	-2	i
COc1cc(C2C(C(=O)OC(C)C)=C(C)Nc3ncnn32)cc(OC)c1OC (stereo not drawn)	i	3	i	i	i	i	-2	-9	i	3	i
O=C(/C=C/NNC(=O)c1ccccc1O)c1ccccc1	i	1	i	i	i	i	-1	-13	i	2	i
CCCC(=O)Nc1cc(S(=O)(=O)N(CC)CC)ccc1Cl	i	3	i	i	i	i	0	-6	i	3	i
C=CCNC(=O)c1ccc2c(=O)n(CCCN3CCCC3=O)c(=S)[nH]c2c1	i	-2	i	i	i	i	-4	-4	i	2	i

This is a subset (hit frequency here may not be typical).
